ADAM17 inh: ADAM17 inhibitors, primary screen, biochemical, QFRET; Disintegrin and metalloproteinase domain-containing protein 17 (Homo sapiens), P78536; recombinant ADAM17, EDANS/DABCYL FRET peptide cleavage; inhibition, % at 6.95 µM; hit rate 0.83% among 370,000;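 active means inhibition above the mean of compounds lying between control limits plus 3 SD, set per campaign, cut at about 8.5% in these data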;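 further: 0% = DMSO-only wells as the low control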
hcDAF-12 act: H. contortus DAF-12 nuclear receptor activators, primary screen, cell-based, luminescence, HEK293, lit1-tk-luc reporter; activation, % at 6.8 µM; HEK293 hcDAF-12 lit1-tk-luc reporter; 0% DMSO, 100% Δ7-dafachronic acid; AID 652067, 2013; hit rate 1.4% among 370,000;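 active means activation above the mean of all tested compounds plus 3 SD, cut at about 5.5% in these data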;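 further: 100% = response to 3 µM Δ7-dafachronic acid high control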
PLC-beta3 inh: human PLC-beta3 inhibitors, primary screen, biochemical, fluorescence; 1-phosphatidylinositol 4,5-bisphosphate phosphodiesterase beta-3 (Homo sapiens), Q01970; Purified PLC-beta3, fluorogenic substrate; inhibition, % at 12.2 µM; hit rate 0.18% among 370,000; AID 720704, 2013; in the data active means inhibition above about 11%;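 further: 0% = median of compound wells on plate and 100% = full blocker control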
ADAM10 inh: human ADAM10 inhibitors, primary screen, biochemical, QFRET, HTS; recombinant ADAM10, EDANS/DABCYL FRET peptide cleavage, 3 h; inhibition, % at 7 µM; hit rate 0.62% among 370,000;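 active means inhibition above a per-campaign cutoff equal to the mean of compounds falling between control-based bounds plus 3 SD, cut at about 20% in these data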;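 further: 0% = DMSO wells while the 100% control is not disclosed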
DAX1 inh-1: DAX1 (NR0B1) inhibitors on StAR promoter, primary screen, cell-based, luminescence, SF-1 (NR5A1), full-length DAX-1; HEK293T StAR-luciferase reporter, SF-1/DAX-1 repression relief; inhibition, % at 6.8 µM; hit rate 1.1% among 370,000; AID 652010, 2013;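 active means inhibition above the mean over all tested compounds plus 3 SD, cut at about 3.6% in these data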;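 further: 0% = DAX-1 cells with DMSO and 100% = cells lacking DAX-1 with DMSO; higher inhibition means more luminescence from relief of DAX-1 repression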
DAX1 inh-2: DAX1 (NR0B1) inhibitors, primary screen, cell-based, HEK293, Gal4-DAX1, luciferase luminescence; HEK293 Gal4-DAX1 luciferase reporter; inhibition, % at 6.75 µM; AID 504766, 2011; hit rate 0.99% among 340,000; Nuclear receptor subfamily 0 group B member 1 (Homo sapiens), P51843;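 active means inhibition above the mean over all tested compounds plus 3 SD, cut at about 4.2% in these data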;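 further: 0% = DAX1-transfected cells with DMSO and 100% = empty-vector control cells with DMSO; inhibition shows as a rise in luminescence from relieved DAX1 repression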
hgDAF12 agonist: H. glycines DAF-12 receptor agonists, primary screen, cell-based, luminescence, HEK293, GAL4 fusion, UAS-luciferase. hit rate 1.8% among 370,000. AID 687014, 2013. HEK293 GAL4-hgDAF12 UAS-luciferase reporter, agonist luminescence; normalized to butyrate control. activation, % at 6.8 µM. Nuclear hormone receptor DAF-12 (Heterodera glycines), GAL4 fusion;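 active means activation above a cutoff set at the mean of all screened compounds plus 3 SD, cut at about 10% in these data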;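 further: 0% = DMSO wells and 100% = sodium butyrate wells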
ssDAF12 agonist: S. stercoralis DAF-12 nuclear receptor activators, primary screen, cell-based, luminescence, HEK293, GRIP1 co-expression, lit1-tk-luc; Nuclear hormone receptor DAF-12 (Strongyloides stercoralis); HEK293 ssDAF-12/GRIP1 lit1-tk-luc reporter; % of 3 µM dafachronic acid response; activation, % at 6.8 µM; hit rate 1% among 370,000;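 active means activation above the mean over all tested compounds plus 3 SD, cut at about 0.9% in these data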;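 further: 0% = DMSO-only wells and 100% = 3 µM delta7-dafachronic acid wells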
FXN GAA850 act: FXN promoter activators, primary screen, cell-based, luciferase luminescence, HEK293 lucGAA850. HEK293 lucGAA850 FXN promoter luciferase reporter, 24 h; percent of 10 µM SAHA response. activation, % at 6 µM. hit rate 0.56% among 360,000. AID 540364, 2011;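 active means activation above the average of all compounds screened plus 3 SD, cutoff fixed separately per campaign, cut at about 7.5% in these data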;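 further: 0% = DMSO wells and 100% = 10 µM SAHA wells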
PLCg1 inh: PLC-gamma1 enzyme inhibitors, primary screen, biochemical, fluorescence, purified enzyme; 1-phosphatidylinositol 4,5-bisphosphate phosphodiesterase gamma-1 (Homo sapiens), P19174; fluorogenic substrate; inhibition, % at 12.2 µM; hit rate 0.84% among 370,000; AID 720700, 2013; in the data active means inhibition above about 9.5%
HGIII-sPLA2 inh: human group III sPLA2 inhibitors, primary screen, biochemical, QFRET, BODIPY PC-A2 liposome substrate. Group 3 secretory phospholipase A2 (Homo sapiens), Q9NZ20. QFRET BODIPY PC-A2 liposome hydrolysis, fluorescence. inhibition, % at 12.2 µM. hit rate 0.56% among 370,000;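 active means inhibition above mean plus 3 SD of compounds lying within the high and low control bounds, cut at about 19% in these data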;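 further: 0% = median of test compound wells and 100% = no enzyme DMSO wells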
An asterisk follows results filed as active; i = inactive; x = not tested or not shown.

SMILES	ADAM17 inh	hcDAF-12 act	PLC-beta3 inh	ADAM10 inh	DAX1 inh-1	DAX1 inh-2	hgDAF12 agonist	ssDAF12 agonist	FXN GAA850 act	PLCg1 inh	HGIII-sPLA2 inh
COc1cc(C(=O)NCC(=O)OCC(=O)c2cccc3ccccc23)cc(OC)c1OC	-0.4	0.6	-10.4	1.2	0.7	1.6	4.8	-1.2	1.2	-4.0	2.6
CCN1CCc2c(sc(NC(=S)NC(=O)c3ccco3)c2C(N)=O)C1	-65.0	-0.7	-106.9	-187.0	0.4	x	5.8	-1.9	2.5	-78.4	-0.7
CCOc1ccc(S(=O)(=O)N2CCCCC2)cc1NC(=O)CSCc1c(C)noc1C	-0.8	-1.5	-0.8	2.0	-0.7	0.0	-3.0	-1.3	1.2	1.2	-7.2
COc1ccccc1NC(=O)N(C)C[C@@H]1Oc2ncc(Br)cc2C(=O)N([C@H](C)CO)C[C@@H]1C	-1.6	-1.6	3.5	-0.8	-1.3	-0.1	1.0	-0.8	-1.6	0.0	-4.4
Cc1onc(-c2ccccc2Cl)c1C(=O)Nc1ccccc1	-4.3	-2.4	-3.0	-6.2	-1.3	-0.6	-2.7	-1.5	-0.3	9.3	14.5
CC(=O)Nc1c(Cl)cc2c(c1Cl)C(=O)c1ccccc1-2	-1.3	1.4	-1.9	-12.6	-0.9	1.1	-1.2	-0.6	2.0	1.6	8.0
O=C1N[C@@H](Cc2ccccc2)COC(=O)[C@H](Cc2ccc(F)cc2)C/C=C\C[C@H]1CC(=O)N(CCO)Cc1ccccc1	3.9	-0.7	1.9	9.4	-0.2	-1.0	-3.2	-1.7	-3.6	-1.2	-27.8
Cc1cccc(N2CCN(C(=O)c3ccncc3)CC2C)c1 (stereo unspecified)	-1.4	-0.9	0.2	-5.0	-0.2	1.6	0.0	-1.1	0.5	-0.2	4.9
O=C(c1noc2c1CCCC2)N1CCCCC1	-5.2	-1.4	-1.1	2.5	-0.2	0.5	-1.3	-1.0	0.7	1.2	-1.9
N#CCC(=O)N/N=C/c1ccc(N2N=C(c3ccccc3)CC2c2ccccc2)cc1 (stereo unspecified)	-257.6	1.0	i	-422.5	-0.7	-1.6	2.1	-0.8	1.6	i	-19.7
COc1ccc(/C=N\NC(=O)Cc2cccs2)c(OC)c1OC	-1.2	-0.4	1.2	-2.9	0.3	x	7.3	-1.1	x	-0.7	-2.5
Nc1nc(N)nc(-c2cccc(Br)c2)n1	-3.2	1.0	3.3	-0.1	4.2*	2.5	14.0*	-0.2	4.6	3.6	10.6

Results in HGIII-sPLA2 inh, FXN GAA850 act and hcDAF-12 act, for some of the entries so far:
SMILES	HGIII-sPLA2 inh	FXN GAA850 act	hcDAF-12 act
Cc1cccc(N2CCN(C(=O)c3ccncc3)CC2C)c1 (stereo unspecified)	4.9	0.5	-0.9
O=C(c1noc2c1CCCC2)N1CCCCC1	-1.9	0.7	-1.4

The results go on:
SMILES	ADAM17 inh	hcDAF-12 act	PLC-beta3 inh	ADAM10 inh	DAX1 inh-1	DAX1 inh-2	hgDAF12 agonist	ssDAF12 agonist	FXN GAA850 act	PLCg1 inh	HGIII-sPLA2 inh
Cc1cc(-c2nc3ccccc3s2)ccc1N	i	14.7*	i	i	6.7*	-2.5	11.8*	3.1*	0.0	i	14.9
Cc1cc(NC(=O)CSc2nc3cc4c(cc3c(=O)n2CCc2ccccc2)OCO4)no1	-4.6	-1.5	-1.7	-8.4	0.5	3.1	0.1	-0.7	-0.1	2.7	2.1
CC1=C(C(=O)N(C)C)CC(CC(=O)NCCCCc2ccccc2)C(=O)N1CCC1=CCCCC1 (stereo unspecified)	2.3	-1.1	1.6	4.3	0.4	-0.3	-1.2	-1.4	-0.3	8.9	-9.4
CCCCn1nnnc1C(c1cc2ccccc2o1)N(C)CCc1ccccc1 (stereo unspecified)	-0.6	0.4	-0.7	-3.5	-2.1	x	-0.6	-1.0	x	0.6	-17.8
CN(Cc1ccc2nonc2c1)Cc1nc(CC2CC2)no1	-1.3	-0.2	0.8	2.1	0.8	0.1	0.8	-0.1	2.4	-1.0	5.4
O=C(O)COc1ccccc1C=NNC(=O)c1ccc(NS(=O)(=O)c2cccs2)cc1	-3.1	0.7	-23.5	-22.8	-0.5	1.6	3.2	-1.4	1.2	-6.3	4.6
O=[N+]([O-])c1ccccc1/C=C/CN1CCC(O)CC1	-1.3	1.4	-3.5	11.8	-0.6	0.8	-0.3	-0.4	1.9	2.5	-0.4
C=CCNC(=O)c1onc(CSc2cccc(C)c2)c1C(=O)O	-3.5	0.5	-2.0	6.7	0.7	-0.7	-2.5	-0.4	1.6	-1.8	1.3
CCN(Cc1ccccc1)S(=O)(=O)c1ccc(S(=O)(=O)N(Cc2cccc(OC)c2)CC2CCCO2)cc1 (stereo unspecified)	0.4	-2.2	-0.1	-1.9	-0.6	-1.6	-1.1	-1.8	2.1	0.0	-15.3
COc1ccccc1CC(=O)NC(=O)c1ccccc1O	-9.6	1.6	-117.8	-33.1	0.7	0.8	1.1	-1.4	1.5	-89.0	3.0
CC(C)CN1C(=O)N(c2ccc(Cl)cc2)C(C)(O)CC1(C)C (stereo unspecified)	-1.6	1.6	-1.4	5.6	-0.6	0.6	4.2	-1.0	-1.1	3.3	5.6
COc1cc(/C=C/C(=O)Nc2ccc(S(=O)(=O)Nc3onc(C)c3C)cc2)cc(OC)c1OC	-5.8	0.8	-18.2	-20.0	0.5	0.9	1.4	-1.8	-0.3	-11.2	-27.8
Cn1c(SCC(=O)N2CCCc3ccccc32)nnc1-c1cccs1	-4.1	-0.7	0.7	-7.2	0.2	0.3	-0.2	-1.2	-0.1	1.0	-5.9
Nc1ncnc2c1ncn2[C@@H]1O[C@H](CNS(=O)(=O)c2cc(S(=O)(=O)c3ccccc3)cs2)[C@@H](O)[C@H]1O	-5.9	1.1	3.2	-10.7	-3.2	-0.2	1.9	-0.8	-1.8	1.0	10.0
Cc1ccc2c(CC(=O)N3CCc4ccccc43)coc2c1	-2.4	5.3	-1.7	4.1	3.6	1.0	6.9	0.6	3.7	0.8	-6.9
CCn1cc([N+](=O)[O-])nc1C	0.1	4.5	1.9	-5.0	0.4	0.0	2.5	-0.3	1.8	1.0	3.0
CC1CC(C(F)F)n2nc(C(=O)O)cc2N1 (stereo unspecified)	-3.4	0.4	2.1	6.0	0.1	1.1	2.7	-1.0	-3.2	-0.4	0.2
COc1ccc(C=NNc2nc3c([nH]2)c(=O)n(C)c(=O)n3C)cc1	-9.7	-2.0	-24.0	-20.4	-1.1	-0.4	1.4	-1.3	-1.5	-10.9	9.4
COc1ccc([N+](=O)[O-])cc1NC(=O)Cc1ccc(Cl)cc1	0.6	-2.8	1.4	3.3	-1.3	-1.5	-2.5	-1.8	0.2	-0.7	0.6
O=C(Nc1ccc(-c2nnc3n2CCCCC3)cc1)c1cc2ccccc2o1	-3.9	-4.2	-7.1	-2.0	-0.5	-0.5	-2.3	-2.0	2.6	-6.0	-1.7
O=C(CN1CCCCC1)n1c2ccccc2c2ccccc21	-2.3	0.4	-10.4	-7.9	0.8	-0.9	3.5	-0.5	2.5	-2.5	0.0
O=C(Nc1ccc(Cl)cc1)c1csc([C@H]2C[C@H](O)[C@@H](CO)O2)n1	0.3	0.2	1.9	-0.7	-0.5	x	3.1	-1.1	2.8	1.4	-11.4
COC(=O)C1=C(C)N=C2SCCC(=O)N2C1c1cccs1 (stereo unspecified)	-3.2	-1.8	1.8	-2.0	-0.3	0.6	0.8	-1.2	-2.6	0.9	-4.5
O=C(Cn1nnc2ccccc2c1=O)N[C@@H](Cc1c[nH]c2ccccc12)C(=O)O	-1.2	3.0	0.5	-2.6	0.5	1.9	-1.4	1.0*	3.2	-1.1	-27.4
CCOC(=O)COc1ccc2c(C)cc(=O)oc2c1C(=O)c1ccccc1	-8.2	-1.4	-19.8	-35.0	-0.2	-0.5	4.8	-1.6	-0.1	-17.4	-2.3
O=C(OCC(=O)N1CCc2ccccc21)[C@@H]1CC(O)CN1S(=O)(=O)c1ccc(Cl)cc1 (stereo partly specified)	-2.5	0.0	-5.7	-4.6	0.9	-0.2	-1.6	-1.4	-1.4	1.4	-1.6
CCc1nc2scc(-c3ccccc3)c2c(=O)n1N	3.6	-1.8	1.5	-3.0	-0.6	-0.3	-1.8	-1.2	4.0	0.6	4.2
CCOc1ccc(CCN2C(=O)C(=O)N([C@@H](CC(C)C)CN3CCC[C@H]3CN3C(=O)C(=O)NC[C@@H]3Cc3ccccc3)C[C@@H]2Cc2ccccc2)cc1	-1.7	1.9	-1.4	-5.0	-2.2	x	-2.3	-0.8	x	3.9	-1.7
Cc1ccc(NC(=O)COC(=O)c2ccc([N+](=O)[O-])o2)cc1S(=O)(=O)N1CCCCC1	-1.3	0.0	-0.3	4.5	-0.7	0.4	-1.2	-1.2	-0.1	-0.1	-2.2
O=C1C(=O)N(CCO)C(c2cccc(F)c2)/C1=C(\O)c1ccc(Cl)cc1 (stereo unspecified)	2.2	-1.1	1.1	7.6	-0.8	0.8	-0.2	-1.4	0.8	-4.0	-1.6
COc1cccc(CNC(=O)CN2C(=O)CSc3ccc(S(=O)(=O)N4CCOCC4)cc32)c1	-3.1	-3.3	-8.7	-0.8	-0.2	0.6	0.1	-0.8	1.0	3.0	0.1
Cc1ccc(-n2c(C)n[nH]c2=S)cc1	-3.0	-1.5	-1.5	-9.7	-0.2	0.9	-5.0	-1.5	-1.4	0.8	9.4
O=C(Cc1ccccc1)NCC(=O)N1CCCC1	-2.2	-0.9	-3.6	-2.0	-0.6	-1.6	0.8	-1.2	-0.1	1.9	8.3
CC1=C(C(=O)Nc2ccccc2C(=O)NC2CCCCC2C)SCCO1 (stereo unspecified)	-2.2	-2.7	-2.8	3.4	-0.3	-0.7	-3.0	-1.5	-1.3	-0.9	-4.1
O=C(CSc1nc2ccccc2c(=O)n1Cc1ccco1)c1ccccc1	6.3	-2.5	-22.6	0.2	0.1	-1.0	-1.9	-1.2	0.9	0.0	-31.7
O=C(c1cc2cc(F)ccc2[nH]1)N1CCCC(Nc2ccc(F)cc2)C1 (stereo unspecified)	3.8	1.3	-7.6	15.4	-1.9	-1.1	4.1	-0.8	1.2	-0.9	-11.0

Source: PubChem (The Scripps Research Institute Molecular Screening Center)

The order is random; 6.9% or so of the library scored in one or more.
